PAD4 FP inh = inhibitors of human PAD4 | Q9UM07 | recombinant PAD4, RCA probe fluorescence polarization | inhibition, % at 6.36 µM | actives 0.41% (n = 330,000);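 active means percent inhibition above a cutoff equal to the mean of all tested compounds plus 3 SD, cut at about 15% in these data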;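 further: 0% = PAD4 with RCA probe and DMSO and 100% = probe without PAD4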
LYPLA2 counter = LYPLA2 (human) inhibition in PME1 counter-screen | actives 0.38% (n = 320,000) | O95372 | inhibition, % at 5.9 µM | AID 2177 | recombinant LYPLA2, FP-Rh probe fluorescence polarization;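 active means inhibition above the screen-wide mean plus 3 SD, limit set per campaign, cut at about 26% in these data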;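 further: 0% = LYPLA2 with DMSO and 100% = wells lacking LYPLA2 enzyme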
LYPLA1 inh = blocks human lysophospholipase 1, a PME1 counter-screen. recombinant LYPLA1, FP-Rh probe fluorescence polarization. actives 0.16% (n = 320,000). AID 2174. inhibition, % at 5.9 µM;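 active means inhibition above the mean of all tested compounds plus 3 SD, set per campaign, cut at about 14% in these data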;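 further: inhibitors block serine hydrolase probe labeling of LYPLA1 so polarization falls; 0% = enzyme with DMSO and 100% = wells lacking LYPLA1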
Target sequence (O75608 whole entry, looked up): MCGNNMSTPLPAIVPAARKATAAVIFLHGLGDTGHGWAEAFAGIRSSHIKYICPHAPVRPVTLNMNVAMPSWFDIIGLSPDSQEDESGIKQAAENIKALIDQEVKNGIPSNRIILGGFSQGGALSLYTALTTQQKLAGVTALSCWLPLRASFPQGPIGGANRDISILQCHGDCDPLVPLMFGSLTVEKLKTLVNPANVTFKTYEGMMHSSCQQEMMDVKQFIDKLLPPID
pPAFAH FP inh = pPAFAH (human) enzyme inhibition. AID 463082. recombinant pPAFAH, FP-rhodamine probe fluorescence polarization. actives 1.5% (n = 330,000). inhibition, % at 3.39 µM;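 active means inhibition above the mean inhibition across the screen plus 3 SD, cut at about 25% in these data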;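 further: inhibitors block binding of the rhodamine activity-based probe so polarization drops; 0% = enzyme with DMSO and 100% = wells lacking pPAFAH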
PREPL inh = inhibits the human prolyl oligopeptidase-like enzyme; Q4J6C6; recombinant PREPL, fluorescence polarization activity-based probe; inhibition, % at 5.96 µM; actives 0.68% (n = 320,000); AID 2751; in the data active means inhibition above about 43%;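 further: 0% = enzyme with DMSO and 100% = wells lacking enzyme; many of its hits are not listed in these tables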
PAFAH1B2 FP inh = inhibitors of human PAFAH1B2; P68402; recombinant PAFAH1B2, FP-rhodamine activity probe, fluorescence polarization; inhibition, % at 3.39 µM; actives 1.2% (n = 340,000); AID 492953;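 active means inhibition above the mean of all tested compounds plus 3 SD, cut at about 24% in these data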;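 further: 0% = enzyme with DMSO and 100% = wells lacking PAFAH1B2; many of its hits are not listed in these tables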
Target sequence (P68402 whole entry, looked up): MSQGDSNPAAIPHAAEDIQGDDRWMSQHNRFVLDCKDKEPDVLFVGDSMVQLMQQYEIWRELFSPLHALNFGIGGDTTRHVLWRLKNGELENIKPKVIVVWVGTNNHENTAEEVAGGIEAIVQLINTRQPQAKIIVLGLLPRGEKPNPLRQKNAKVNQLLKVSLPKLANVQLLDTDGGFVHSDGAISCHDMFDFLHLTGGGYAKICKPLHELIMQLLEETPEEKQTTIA
GSTO1 inh = blocks human GSTO1 in RBBP9 counter-screen. recombinant GSTO1, activity-based probe fluorescence polarization. actives 1.1% (n = 300,000). P78417. inhibition, % at 5.96 µM. AID 1974;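 active means inhibition above the campaign mean inhibition plus 3 SD, cut at about 35% in these data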;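 further: 0% = GSTO1-1 with DMSO and 100% = wells lacking GSTO1-1 enzyme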
Target sequence (P78417 whole entry, looked up): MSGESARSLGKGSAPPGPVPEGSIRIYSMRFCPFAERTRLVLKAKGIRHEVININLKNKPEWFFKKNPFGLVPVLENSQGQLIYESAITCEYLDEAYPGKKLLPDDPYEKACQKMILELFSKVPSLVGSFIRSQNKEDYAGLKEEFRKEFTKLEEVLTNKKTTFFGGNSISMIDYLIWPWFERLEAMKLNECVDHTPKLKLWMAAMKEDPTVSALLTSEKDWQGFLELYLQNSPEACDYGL
PAFAH1B3 FP inh = blocks human PAF acetylhydrolase 1B catalytic subunit 3; Q15102; recombinant PAFAH1B3, FP-rhodamine probe, fluorescence polarization; inhibition, % at 3.39 µM; actives 0.28% (n = 340,000);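 active means inhibition above the screen-wide average of all tested compounds plus 3 SD, cut at about 25% in these data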;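 further: 0% = enzyme with DMSO only and 100% = wells lacking PAFAH1B3 protein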
Target sequence (Q15102 whole entry, looked up): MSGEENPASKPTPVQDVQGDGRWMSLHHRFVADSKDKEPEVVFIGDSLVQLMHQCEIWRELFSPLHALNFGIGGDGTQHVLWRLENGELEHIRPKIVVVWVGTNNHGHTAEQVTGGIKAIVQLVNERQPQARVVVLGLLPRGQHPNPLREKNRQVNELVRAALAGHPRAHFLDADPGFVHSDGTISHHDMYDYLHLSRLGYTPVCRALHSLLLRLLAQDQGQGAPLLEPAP
PAFAH2 inh = PAFAH2 (human) inhibition. recombinant PAFAH2, FP-rhodamine activity probe, fluorescence polarization. actives 0.99% (n = 340,000). Q99487. inhibition, % at 3.39 µM;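 active means inhibition above the mean over all tested compounds plus 3 SD, cut at about 30% in these data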;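 further: inhibitors block probe labeling of enzyme so polarization drops; 0% = enzyme with DMSO and 100% = wells lacking PAFAH2 protein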
* = called active by the depositor; x = not tested or not shown.

SMILES	PAD4 FP inh	LYPLA2 counter	LYPLA1 inh	pPAFAH FP inh	PREPL inh	PAFAH1B2 FP inh	GSTO1 inh	PAFAH1B3 FP inh	PAFAH2 inh
CCc1ccccc1NC(=O)Nc1cccs1	6	-4	0	-6	-7	-2	-1	1	0
Cc1cccc(Cc2c(C)nc3c(C(=O)N4CCN(Cc5ccc6c(c5)OCO6)CC4)cnn3c2C)c1	0	5	2	-2	30	3	35*	-3	9
CN(C)C(=O)COC(=O)c1ccccc1Nc1ccc(SC(F)F)cc1	0	1	-1	26*	7	4	1	9	6
CC(C)Cc1nnc(NC(=O)CCC(=O)Nc2ccc(F)cc2)s1	3	5	6	4	-2	6	-2	7	-7
Clc1ccc2nc(-c3ccc(Br)s3)cn2c1	2	8	9	1	-7	5	-4	6	-4
Fc1ccc(CCNC(=S)Nc2ccc(F)c(Cl)c2)cc1	0	-9	-8	1	-21	9	-4	12	-6
O=C(Nc1cccnc1)c1ccccc1O	-1	-3	4	-3	-4	3	-2	11	-2
CC1CCCC(NS(=O)(=O)c2cc(Br)cnc2N)C1C (centres undefined)	0	-2	2	5	3	10	1	6	11
CCN(CC)CCCN=C(C)C1=C(O)c2ccccc2C1=O	-1	6	3	5	6	x	2	x	x
CC(=O)C1=C(O)C(=O)N(CCCO)C1c1ccccc1 (centres undefined)	-5	2	-3	5	-15	0	-6	10	2
CN(C)S(=O)(=O)c1ccc(C(=O)NCCOc2ccc(F)cc2)cc1	3	8	2	0	-13	4	-5	-3	-1
O=C(CSc1nc2ccccc2c(=O)[nH]1)N1CCN(S(=O)(=O)c2ccccc2)CC1	1	2	0	3	12	4	-3	5	9
O=C(N=Nc1c(O)[nH]c2ccccc12)c1cc(NS(=O)(=O)c2cccs2)cc(NS(=O)(=O)c2cccs2)c1	-6	-32	-14	12	10	0	0	-14	-1
CN(CC(=O)N1CCN(c2ccccn2)CC1)S(=O)(=O)c1ccc(Br)cc1	0	8	-4	0	-6	7	-4	7	2
COCc1cc(C)nc(SCC[N+](C)(C)CC(=O)c2ccccc2)c1C#N	-5	1	3	-1	21	0	-3	5	5
O=C(NCc1ccccc1)C1(c2ccccc2)CCN(S(=O)(=O)c2ccccc2)CC1	1	4	0	4	14	7	-1	-3	4
Cc1ccc(N(CCC#N)C(=O)COC(=O)C2CCN(S(=O)(=O)c3ccc(C)c(C)c3)CC2)cc1	-2	0	2	9	11	0	-5	0	-3
Cc1ccc(S(=O)(=O)NCCC(=O)NCc2ccccc2)cc1	-2	-3	-1	2	5	6	9	0	10
COc1ccc(C(=O)Cn2nnc(-c3ccccc3NC(=O)C3CC3)n2)cc1	0	-1	2	-1	-1	4	-9	2	1
CC1CCCCN1CCCNC(=O)C1CCN(c2nnc(-n3cccc3)s2)CC1 (centres undefined)	-2	-1	-1	-4	34	7	2	3	-5
N/C(=N\OC(=O)N1c2ccccc2Sc2ccccc21)c1ccccc1	-2	2	-4	9	3	4	0	0	0
CC(C(=O)N(C)C)N1c2cccc3cccc(c23)S1(=O)=O (centres undefined)	-5	8	2	0	-6	-4	8	1	0
Nc1ncnc2c1ncn2C1O[C@H](CO)[C@@H](O)[C@@H]1O (some centres undefined)	-2	-1	0	0	-4	5	3	10	-5
O=C1CC(Nc2ccccc2)C(=O)N1CCc1ccccc1 (centres undefined)	1	5	1	-5	-43	0	-2	3	-2
Cc1ccc(S(=O)(=O)N2CCCCC2)cc1NC(=O)COC(=O)C1=COCCO1	2	3	-2	6	11	5	5	4	50*
Cc1cccc(NC(=O)C(C)N2C(=O)C3C4CC(C(Br)C4Br)C3C2=O)c1 (centres undefined)	-2	4	0	0	-1	1	11	2	0
O=C(CN1C(=O)C2CC=C(Cl)CC2C1=O)N1CCOCC1 (centres undefined)	-1	-3	-1	-3	-5	0	-4	8	-4
O=C(Cc1cccc2ccccc12)Nc1cc(C(=O)O)cc(C(=O)O)c1	2	0	-3	5	-4	12	0	9	2
O=C1NC(=Nc2ccc(O)cc2)S/C1=C/c1ccco1	-4	20	-4	6	9	1	4	-3	3
Cc1cc(C)cc(NC(=O)N2c3ccccc3NC(=O)CC2C)c1 (centres undefined)	-3	-3	-2	-1	17	5	-5	-4	-6

Next section (three carried over from the part before).
SMILES	PAD4 FP inh	LYPLA2 counter	LYPLA1 inh	pPAFAH FP inh	PREPL inh	PAFAH1B2 FP inh	GSTO1 inh	PAFAH1B3 FP inh	PAFAH2 inh
O=C(Cc1cccc2ccccc12)Nc1cc(C(=O)O)cc(C(=O)O)c1	2	0	-3	5	-4	12	0	9	2
O=C1NC(=Nc2ccc(O)cc2)S/C1=C/c1ccco1	-4	20	-4	6	9	1	4	-3	3
Cc1cc(C)cc(NC(=O)N2c3ccccc3NC(=O)CC2C)c1 (centres undefined)	-3	-3	-2	-1	17	5	-5	-4	-6
O=C(CSc1ncnc2sc3c(c12)CCCC3)c1ccccc1	-6	0	3	-3	12	2	2	7	-6
CC(C)(C)C(=O)Oc1cc(N)n(S(=O)(=O)c2ccccc2)n1	2	2	-4	2	17	11	5	0	-6
CCN(CC(=O)NCc1cccs1)C(=O)CCC(=O)c1ccc(F)cc1	-6	2	2	-4	-11	5	-2	4	2
CC(C)(C)OC(=O)N[C@H](C(=O)OC(C)(C)C)c1ccc2ccccc2c1	-1	-2	1	-3	-1	-4	x	4	9
CCN1C(=O)/C(=C2\SC(=S)N(NC(=O)c3ccccc3O)C2=O)c2ccccc21	1	3	-6	7	7	8	-2	11	19
COc1cc(NC2CCCCC2O)c2nc(-c3ccc(Cl)cc3)ccc2c1 (centres undefined)	11	11	2	12	35	4	52*	12	-2
COc1cccc(/C=N/Nc2snc(SC)c2C#N)c1	0	9	4	14	13	1	-1	11	7
CC(=O)Nc1cccc(-c2csc(Nc3ccc(Cl)cn3)n2)c1	-2	2	3	16	19	10	-18	16	-6
O/N=C/c1cn(-c2ccccc2)nn1	0	3	-1	-3	0	1	12	11	0
CCc1cc(CNC(=O)C2CCC(=O)N(Cc3cccc(F)c3)C2)on1 (centres undefined)	-3	3	3	-5	13	-1	-2	9	-4
COc1ccc(Cl)cc1NC(=O)CCN1CCN(C)CC1	0	0	0	4	-7	-3	3	-1	-4
CCN(CC)c1ccc(N2C(=NC(=O)C3CCCO3)SC3CS(=O)(=O)CC32)cc1 (centres undefined)	-3	4	2	3	3	1	0	6	1
COc1cc(NCC(=O)Nc2cccc(S(=O)(=O)N3CCCCC3)c2)cc(OC)c1OC	1	-4	-5	1	-3	0	x	-6	-8
CC1(C)OC(=O)C(=CNc2ccccc2)C(=O)O1	1	-1	1	0	2	3	3	12	6
Cc1nc2sc(C(=O)c3ccccc3)c(N)c2c2c1CCCC2	-5	-12	-5	10	27	1	5	1	10
CCOC(=O)C(NC(=O)c1ccc(OC)cc1)(N1CCOCC1)C(F)(F)F (centres undefined)	-2	1	2	0	7	2	7	3	9
Cc1ccc[n+](C(C)C(=O)Nc2ccc(C)c([N+](=O)[O-])c2)c1 (centres undefined)	2	-1	3	-8	4	2	2	7	-6
Nc1c(NCc2ccccc2)c(=O)[nH]c(=O)n1Cc1ccccc1	4	8	6	5	2	1	7	4	4
O=C1CN(C(=O)c2ccccc2[N+](=O)[O-])C(c2ccccc2)c2cc(Br)ccc2N1 (centres undefined)	2	11	1	2	19	5	-6	9	-1
C/C(=N/NC(=O)C1CCCCC1)c1ccc([N+](=O)[O-])cc1	1	-3	-3	4	0	3	-1	1	-4
Cc1ccccc1Cn1nc(C)c(NC(=O)c2noc3c2CCc2ccccc2-3)c1C	-4	3	0	6	-1	4	2	-1	3
CCCCN(C)C(=O)Cn1cnc2sc(C)cc2c1=O	-5	3	1	2	7	2	4	0	7
CCN(CC(=O)Nc1ccccc1OC)CC(=O)Nc1ccccc1C(F)(F)F	-5	2	2	4	1	1	0	-6	0
CC1(C)C(c2ccccn2)=[N+]([O-])C(C)(C)N1O	1	2	-2	1	-4	8	7	2	4
COc1cc(NC(=O)c2ccc3c(c2)OCCO3)ccc1NC(=O)c1ccccc1Cl	-3	6	-7	6	13	1	0	7	-1
Nc1nc2ccc(NC(=O)c3ccco3)cc2s1	-2	2	-3	0	9	7	0	-2	-7
CC(=O)NCc1ccc(C(=O)CCl)cc1	4	-5	5	1	-1	1	50*	3	2
COc1ccc(NC(=O)CN(C)C(=O)c2ccc(-c3cccc(C(F)(F)F)c3)o2)cc1	1	0	-3	9	-2	15	-3	1	3
CC(=O)c1cccc(N(CC(=O)Nc2cc(C)cc(C)c2)S(C)(=O)=O)c1	-1	5	-2	5	16	5	-6	1	4
Cc1ccc(NS(=O)(=O)c2ccc(Br)s2)nc1	-7	-8	-2	-6	6	1	4	6	5
O=C(O)/C=C/C(=O)NCc1ccccc1	-5	0	-3	-4	2	1	3	5	0
Cc1ccn2cc(CNS(=O)(=O)c3cccs3)nc2c1	2	1	3	4	9	7	8	4	0
Fc1ccc(CSc2nc3ncc(Br)cc3[nH]2)cc1	-8	0	-3	-1	4	4	3	-1	-3
CC(C)CC(=O)NC(=S)NNC(=O)c1ccc([N+](=O)[O-])cc1	3	-4	-3	-3	1	6	-2	12	7
CC(=O)Nc1ccc(-c2cc(NC(C)=O)n(-c3ccccc3)n2)cc1	-7	3	6	-6	-2	0	-6	10	-6
CCN(Cc1ccccc1)C(=O)CS(=O)(=O)c1ccccc1	-1	-1	-3	5	0	3	6	10	6
CC1(C)CC(=O)N(CC(=O)NC2CCCC2)c2ccccc2S1(=O)=O	-4	-4	3	1	2	-2	2	7	-2
CCCc1c(C(=O)N/N=C/c2sccc2C)nnn1-c1nonc1N	0	0	0	-1	18	0	7	5	-5
O=C(CSc1nnnn1C1CCCCC1)NCCc1ccccc1	2	-1	-3	3	6	5	20	2	6
O=C(CCS(=O)(=O)c1ccccc1)Nc1nnc(-c2ccco2)o1	-5	1	-3	2	-3	6	15	15	3
O=C(O)c1[nH]c2ccccc2c1NS(=O)(=O)Cc1ccccc1	2	-2	2	38*	0	7	-8	-2	-2
COc1ccc(CCNC(=O)CCc2ccc(S(=O)(=O)NCC(C)C)cc2)cc1OC	1	1	-3	5	-3	-4	2	4	2
COc1cccc(-c2ccc(NC(=O)C3CCCN(Cc4cnn(C)c4)C3)cc2)c1 (centres undefined)	1	-3	-5	5	-8	5	0	9	-6
Cc1nn(-c2ccccn2)c(C)c1Oc1ccccc1O	2	4	-1	8	2	-6	6	0	1
CCOC(=O)N1CCC(NC(=O)c2ccc3c(c2)N(C)C(=O)/C(=C/c2cccc(OC)c2)S3)CC1	-4	5	-3	7	-3	0	-1	0	-12
CN(C)S(=O)(=O)c1ccc(C(=O)NCC[N+]2(C)CCCCCC2)o1	-6	6	-1	5	-2	-3	-4	0	4
O=C(Nc1ccc(N2CCOCC2)cc1)c1cc2c(s1)CCCC2	-2	4	1	11	15	3	8	0	3
COc1ccc(C(=O)NCC(=O)OCc2ccc(Cl)cc2Cl)cc1OC	-1	-1	-4	-2	-1	7	x	2	9
COc1ccc(C(=O)NCc2n[nH]c(=S)n2-c2ccccc2)cc1OC	0	2	1	1	2	-7	-2	5	4
C[C@H]1COC(=O)[C@H](NC(=O)OCC2c3ccccc3-c3ccccc32)C/C=C\C[C@H](CC(=O)N(CCO)Cc2ccccc2)C(=O)N1	0	x	x	4	14	2	x	0	2

Screening results deposited in PubChem BioAssay by The Scripps Research Institute Molecular Screening Center.

An excerpt; the hit share may differ from the screen's.
